NPR2 activator: human GC-B receptor activators, primary screen, HEK293 GC-B cells, cGMP TR-FRET, EC30 CNP | Atrial natriuretic peptide receptor 2 (Homo sapiens), P20594 | 0% at EC30 CNP, 100% saturating CNP | activation, % at 10 µM | 370,000 tested, 0.11% active;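 active = activation at 10 µM reaching about 35% in either raw or pattern-adjusted values, limit read from the data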
FXN GAA850 act: FXN promoter activators, primary screen, cell-based, luciferase luminescence, HEK293 lucGAA850 | 360,000 tested, 0.56% active | HEK293 lucGAA850 FXN promoter luciferase reporter, 24 h; percent of 10 µM SAHA response | activation, % at 6 µM;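 active = activation above the average of all compounds screened plus 3 SD, cutoff fixed separately per campaign, cut at about 7.5% in these data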;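 note: 0% = DMSO wells and 100% = 10 µM SAHA wells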
KLK7 zymogen act: proKLK7 zymogen activators, primary screen, biochemical, fluorescence intensity | activation, % at 7 µM | 370,000 tested, 0.9% active | purified proKLK7, EDANS-DABCYL substrate fluorescence; 100% is mature enzyme control, 0% vehicle | AID 652039, 2013;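 active = activation above the mean of all tested compounds plus 3 SD, computed per campaign excluding outliers beyond control limits, cut at about 13% in these data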
Target sequence (P49862 whole entry, looked up): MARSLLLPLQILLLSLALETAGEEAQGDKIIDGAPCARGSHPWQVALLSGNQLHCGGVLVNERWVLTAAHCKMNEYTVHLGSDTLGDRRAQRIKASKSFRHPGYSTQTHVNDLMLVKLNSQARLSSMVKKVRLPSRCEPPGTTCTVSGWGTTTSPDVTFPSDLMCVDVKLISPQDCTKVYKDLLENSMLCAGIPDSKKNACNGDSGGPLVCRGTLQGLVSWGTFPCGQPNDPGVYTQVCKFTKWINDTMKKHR
ADAM10 inh: human ADAM10 inhibitors, primary screen, biochemical, QFRET, HTS; inhibition, % at 7 µM; recombinant ADAM10, EDANS/DABCYL FRET peptide cleavage, 3 h; 370,000 tested, 0.62% active; AID 720582, 2013;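 active = inhibition above a per-campaign cutoff equal to the mean of compounds falling between control-based bounds plus 3 SD, cut at about 20% in these data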;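 note: 0% = DMSO wells while the 100% control is not disclosed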
rCAG binder: binders of r(CAG) RNA repeats, primary screen, biochemical, fluorescence; AID 651821, 2012; inhibition, % at 3 µM; 370,000 tested, 1.3% active; r(CAG) RNA repeat, TO-PRO-1 dye displacement fluorescence;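 active = inhibition above the plate cutoff, the mean of all test compounds on that plate plus 3 SD, cut at about 35% in these data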;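 note: 0% = DMSO alone and 100% = 100 µM mitoxantrone as full dye displacement; higher means more dye released from RNA so lower well fluorescence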
NPR1 activator: GC-A stimulated cGMP production enhancers – HEK293 GC-A cells, cGMP TR-FRET, EC30 ANP, primary screen; AID 1671463, 2021; activation, % at 10 µM; 0% at EC30 ANP, 100% saturating ANP; Atrial natriuretic peptide receptor 1 (Homo sapiens), P16066; 370,000 tested, 0.14% active; in the data active = activation above about 40%
ARFGAP1 inh: inhibitors of rat ARFGAP1 GAP activity, primary screen, biochemical, fluorescence polarization, GDP tracer; ADP-ribosylation factor GTPase-activating protein 1 (Rattus norvegicus), Q62848; Arfgap1-stimulated ARF1 GTP hydrolysis, GDP FP detection; inhibition, % at 16.5 µM; 360,000 tested, 0.26% active;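 active = inhibition above a per-plate limit, mean inhibition of low control wells plus 3 SD, cut at about 25% in these data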;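 note: 0% = DMSO wells with enzyme and 100% = wells lacking Arfgap1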
Target sequence (Q62848 1-136 limits assumed): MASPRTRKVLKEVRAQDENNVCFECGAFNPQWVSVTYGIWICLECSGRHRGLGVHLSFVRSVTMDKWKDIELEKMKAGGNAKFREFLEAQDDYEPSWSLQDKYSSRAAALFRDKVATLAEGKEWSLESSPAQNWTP
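Assay system: Rat Arfgap1 GAP domain (His6, aa 1-136), purified enzyme | Buffer or medium: HEPES 25 mM pH 7.5, NaCl 150 mM, MgCl2, DTT | Schedule: GTP hydrolysis reaction 2 h at 25 °C | Signal: FP of antibody-bound GDP Alexa 633 tracer, ex 620/em 688 nm | Measure: Percent inhibition of Arfgap1-stimulated GTP hydrolysis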
ASAP1 inh: inhibitors of human ASAP1 ArfGAP activity, primary screen, biochemical, fluorescence polarization | ASAP1-stimulated ARF1 GTP hydrolysis, GDP FP detection | AID 624377, 2012 | 360,000 tested, 0.19% active | inhibition, % at 16.5 µM; in the data active = inhibition above about 25%;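 note: 0% = vehicle with enzyme and substrate and 100% = no enzyme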
HGIII-sPLA2 inh: human group III sPLA2 inhibitors, primary screen, biochemical, QFRET, BODIPY PC-A2 liposome substrate; QFRET BODIPY PC-A2 liposome hydrolysis, fluorescence; AID 743126, 2013; 370,000 tested, 0.56% active; Group 3 secretory phospholipase A2 (Homo sapiens), Q9NZ20; inhibition, % at 12.2 µM;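 active = inhibition above mean plus 3 SD of compounds lying within the high and low control bounds, cut at about 19% in these data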;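 note: 0% = median of test compound wells and 100% = no enzyme DMSO wells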
Tn6 DDE FP: inhibitors of Tn6 peptide binding to fibrin DD(E), primary screen, biochemical, fluorescence polarization, human fibrin, Tn6 probe; Fibrin DD(E) TRITC-Tn6 fluorescence polarization displacement; inhibition, % at 8.3 µM; 370,000 tested, 0.21% active;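 active = inhibition above a per-campaign cutoff: mean of compounds within control limits plus 3 SD, cut at about 15% in these data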;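 note: 0% = median of all compound wells on the plate and 100% = blocking peptide control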
Target sequence (P02675 whole entry, looked up): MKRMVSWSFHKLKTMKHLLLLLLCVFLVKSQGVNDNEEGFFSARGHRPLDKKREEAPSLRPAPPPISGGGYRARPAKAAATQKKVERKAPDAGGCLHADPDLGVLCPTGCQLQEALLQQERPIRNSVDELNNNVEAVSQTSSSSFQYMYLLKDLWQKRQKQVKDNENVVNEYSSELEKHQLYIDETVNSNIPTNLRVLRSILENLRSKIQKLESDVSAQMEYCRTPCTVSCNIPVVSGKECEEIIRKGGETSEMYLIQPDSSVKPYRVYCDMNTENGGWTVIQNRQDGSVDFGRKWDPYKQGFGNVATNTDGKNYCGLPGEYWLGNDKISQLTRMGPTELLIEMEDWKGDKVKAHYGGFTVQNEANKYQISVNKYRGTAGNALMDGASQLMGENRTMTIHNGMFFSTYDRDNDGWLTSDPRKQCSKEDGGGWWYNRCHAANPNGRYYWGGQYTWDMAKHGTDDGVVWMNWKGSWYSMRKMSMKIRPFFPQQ
The depositor's hits bear a star; i = inactive; . = not tested or not shown.

SMILES	NPR2 activator	FXN GAA850 act	KLK7 zymogen act	ADAM10 inh	rCAG binder	NPR1 activator	ARFGAP1 inh	ASAP1 inh	HGIII-sPLA2 inh	Tn6 DDE FP
COc1ccccc1C(=O)N1C(CC(=O)Nc2ccc(C)c(C)c2)C(=O)NC2CCCCC21 (configuration not stated)	8	-0.5	0.1	2	-4	2	-4	1	0	-5
Cc1cc2c(cc1C)N(C(=O)CSC1=NCCS1)C(C)(C)c1ssc(=S)c1-2	-8	-1.7	0.4	14	5	-4	-8	11	16	2
CC1=C(C(=O)OCc2ccccc2)C(c2ccc(Cl)cc2)NC(=O)N1C (configuration not stated)	2	1.8	0.6	-4	-4	-6	-4	6	5	4
O=S(=O)(c1ccc(F)cc1)N1CCN(CC(O)COCC2CCCO2)CC1 (configuration not stated)	-3	0.5	-0.1	0	3	6	-4	3	-7	2
Cc1ccccc1-n1c(=O)n(Cc2ccccc2)c(=O)c2[nH]cnc21	5	1.2	1.1	-1	-2	4	-1	1	-11	0
COc1cc(OC)cc(C(=O)OCC(=O)N(C)c2ccccc2)c1	0	0.2	-0.5	-2	-9	1	-10	-4	0	2
CNC(=S)N/N=C/c1cn(CCOc2ccc(OC)cc2)c2ccccc12	11	0.4	-2.7	20*	11	16	-6	8	1	2
C=CCOc1ccc(C2C(C(=O)c3ccco3)=C(O)C(=O)N2Cc2cccnc2)cc1 (configuration not stated)	-2	1.4	0.8	12	5	2	-1	-1	1	-2
CCc1cc2c(=O)c(Oc3ccccc3)c(C)oc2cc1O	6	0.7	55*	i	6	-2	8	20	-13	0
COc1ccc(C/C(N)=N/O)cc1	5	-0.5	-0.6	-2	3	-3	15	2	17	4
O=C(CSc1ncn[nH]1)Nc1cc(S(=O)(=O)N2CCCC2)ccc1Cl	-1	1.2	-0.2	-7	3	-2	4	-11	-19	3
COCCCNC(=O)/C(C#N)=C/c1ccc(OCC(=O)O)c(OC)c1	1	0.3	0.0	-31	17	2	-4	-10	-3	6
C/C=C(/C)C(=O)Nc1cccc(C2=NOC3(C2)C[C@H](C(N)=O)N(C(=O)Cc2ccc([N+](=O)[O-])cc2)C3)c1 (some centres not stated)	1	-1.0	0.1	-14	10	1	2	-4	-7	6
COc1ccc(C(N)c2csc(NC(=O)Nc3cccc(C(F)(F)F)c3)n2)cc1 (configuration not stated)	-1	-0.8	-0.6	26*	49*	-12	26*	-3	27*	-24
O=C(NCc1ccncc1)c1cc2ccccc2nc1Cl	-1	0.7	0.3	-5	7	3	7	-6	0	-1
CCOc1ccc(-c2nnc(SCC(=O)O)n2Cc2ccccc2)cc1	1	1.4	-0.7	0	4	1	14	1	-6	-3
O=C1CN(S(=O)(=O)c2cc(Br)ccc2Br)CCN1	-1	3.7	-0.2	7	1	2	-4	3	-2	8
c1ccc2oc(-c3[nH]ncc3CN3CCC(N4CCSCC4)CC3)cc2c1	-1	1.9	-0.1	7	-5	-5	-1	-4	-13	-1
O=C1CC2(CCN(C(=O)COc3ccccc3)CC2)Oc2ccccc21	1	-0.6	1.0	-111	-5	3	1	-13	-4	3
O=C(CCc1nc2ccccc2c(=O)[nH]1)Nc1ccccc1N1CCCCC1	-5	3.4	0.9	3	3	-7	-1	11	-6	2
COC(=O)[C@@]1(Cc2ccc(F)cc2)[C@H]2c3cc(C(=O)N(C)C)n(Cc4ccc(S(C)(=O)=O)cc4)c3C[C@H]2CN1C(=O)c1ccccc1	-1	.	0.3	-12	8	1	4	-3	-17	-1
Cn1c(SCC(N)=O)nnc1-c1ccc(S(=O)(=O)N2CCCC2)cc1	3	0.5	-0.1	1	-4	0	-7	9	2	-5
Cc1ccc(NCCC(=O)c2ccc(Cl)cc2)cc1C	3	1.7	0.0	-3	1	-2	-8	-6	5	4
CCCCN(C(=O)CCC(=O)Nc1cc(C)on1)C(C(=O)NC1CCCC1)c1ccc(F)cc1 (configuration not stated)	-4	0.8	-0.7	2	-1	-8	0	9	5	-11
CC(C)COP(=O)(OCC(C)C)C(O)c1ccccc1F (configuration not stated)	0	0.8	0.0	-8	-4	-3	1	-19	5	-2

Whole records as entered above. Values in the order: NPR2 activator	FXN GAA850 act	KLK7 zymogen act	ADAM10 inh	rCAG binder	NPR1 activator	ARFGAP1 inh	ASAP1 inh	HGIII-sPLA2 inh	Tn6 DDE FP
Profile of O=C(NCc1ccncc1)c1cc2ccccc2nc1Cl → -1	0.7	0.3	-5	7	3	7	-6	0	-1
Profile of COc1ccc(C/C(N)=N/O)cc1 → 5	-0.5	-0.6	-2	3	-3	15	2	17	4
Profile of O=S(=O)(c1ccc(F)cc1)N1CCN(CC(O)COCC2CCCO2)CC1 (configuration not stated) → -3	0.5	-0.1	0	3	6	-4	3	-7	2

Following part
SMILES	NPR2 activator	FXN GAA850 act	KLK7 zymogen act	ADAM10 inh	rCAG binder	NPR1 activator	ARFGAP1 inh	ASAP1 inh	HGIII-sPLA2 inh	Tn6 DDE FP
Cc1ccc(CNC(=O)C(Cc2ccccc2)NS(=O)(=O)c2cccs2)cc1 (configuration not stated)	2	-6.2	-0.2	0	1	1	5	-7	-6	0
C=CCN(c1ccccc1)S(=O)(=O)c1cccc(C(=O)N(CC)CC(=O)Nc2c(F)cccc2F)c1	2	-4.0	-0.1	0	-3	-1	-2	2	-9	-3
COc1ccc(/C=C2\SC(=S)N(C(C(=O)O)c3ccccc3)C2=O)c(OC)c1 (configuration not stated)	0	0.5	0.3	2	79*	3	-22	-11	-48	-1
C=CCOc1ccc(/C(CC)=N/O)cc1OC	0	1.9	-0.3	4	4	6	5	-7	7	-3
C/C(=N/NC(=O)C1CC1(c1ccccc1)c1ccccc1)c1ccco1 (configuration not stated)	1	-0.6	0.5	-1	-1	-14	0	11	7	6
COc1ccc(OC)c(CNn2c(-c3cccc(C)c3)nc3ccccc3c2=O)c1	1	-1.3	0.0	-1	-5	1	-4	-5	3	1
CC(C)CNC(=O)C(=O)NCC1OCCCN1S(=O)(=O)c1cccs1 (configuration not stated)	-2	4.8	0.4	-4	1	-2	4	13	0	3
Nc1ccc2nc(SCC(=O)c3ccccc3)sc2c1	-6	-1.6	-0.3	-5	8	3	-2	6	-20	-7
C/C(N)=C(/C#N)C(=O)COC(=O)c1ccc(OCC2CCCO2)cc1 (configuration not stated)	7	1.6	0.2	-11	-2	3	13	1	6	5
O=C(c1ccc2c(c1)OCO2)[C@@H]1[C@@H]2C(=O)N(C3CCCCC3)C(=O)[C@@H]2C2c3ccccc3C=CN21 (some centres not stated)	2	-1.1	-0.3	-2	13	0	-4	-2	-31	-6
CCOC(=O)c1ccc(NC(=O)c2ccc3c(c2)C(=O)N(CC2CCCO2)C3=O)cc1 (configuration not stated)	-1	-0.9	-0.2	0	0	0	18	4	10	-5
N#C/C(=C\c1cccs1)C(=O)NCc1ccccc1	-3	1.2	-0.1	-2	-3	0	-1	-2	9	4
Cc1nc2c([nH]c3ccccc32)c(=O)n1N	-6	4.1	-0.3	-68	-4	3	8	-5	7	-9
CCCCCN(C(=O)CCC(=O)OCC(=O)N1C(C)CCCC1C)c1c(N)n(CCCC)c(=O)[nH]c1=O (configuration not stated)	-5	2.6	0.0	-2	-13	1	2	4	5	1
CC(=O)N1c2ccc(S(=O)(=O)NCCC(=O)NCc3ccc(N(C)C)cc3)cc2CC1C (configuration not stated)	1	1.4	-0.3	2	1	-4	8	-2	3	5
CCN(CC)Cc1c(C(=O)OC)nnn1-c1nonc1N	0	2.8	0.3	-7	-3	2	21	9	14	5
CC1CC(C)CN(C(=O)c2cc3c(=O)n4ccccc4nc3s2)C1 (configuration not stated)	-3	1.3	14*	i	-5	3	8	-3	2	0
O=C(COC(=O)/C=C/c1ccc(Cl)cc1)NC1CCS(=O)(=O)C1 (configuration not stated)	2	0.3	-0.2	-6	1	4	4	-15	-6	-2
CCOc1ccc(CN2CCNC(=O)C2CC(=O)NCCCn2ccnc2)cc1 (configuration not stated)	3	-0.2	-0.2	-7	-5	-2	-2	21	-4	-6
CC[C@H](C)Cc1cn([C@@H](CCCCNC(=O)OC(C)(C)C)C(=O)NCCCCCCCCCCC(=O)N2CCN(C(=O)OC(C)(C)C)CC2)nn1	-4	-0.1	0.0	2	12	-4	11	5	-3	-4
C=CCC(=O)NC1CCCc2c1cnn2-c1cc(F)cc(F)c1 (configuration not stated)	-1	0.4	-0.3	-4	-3	-3	-4	14	-4	5
Cc1ccc(C(C(=O)NC2CCCCC2)N(CCC(C)C)C(=O)CNC(=O)c2ccco2)o1 (configuration not stated)	-7	-0.2	0.2	0	-11	-4	-4	-1	-7	2
Cc1ccc(NC(=O)C2C3CCCCC32)cc1[N+](=O)[O-] (configuration not stated)	0	3.4	0.5	4	-3	-4	-1	19	7	-1
COc1ccc(Oc2c(Cl)cnn(-c3ccccc3)c2=O)cc1	3	0.7	0.0	-5	-4	8	-1	9	-1	-2
CCCc1nc(-c2cc3ccc(C)cc3[nH]c2=O)no1	0	-0.5	1.9	-419	3	-2	6	8	-4	-3

(listing goes on)
SMILES	NPR2 activator	FXN GAA850 act	KLK7 zymogen act	ADAM10 inh	rCAG binder	NPR1 activator	ARFGAP1 inh	ASAP1 inh	HGIII-sPLA2 inh	Tn6 DDE FP
Oc1ccccc1-c1csc(-c2ccccc2)n1	-3	3.4	-0.4	-1	9	1	-4	11	-8	-4
COc1ccc(C2CC(c3ccccc3Cl)=NN2c2ccc(S(N)(=O)=O)cc2)cc1 (configuration not stated)	11	-0.5	-216	i	9	7	14	15	-8	-5
C[C@H](N)C(=O)OCc1ccc([N+](=O)[O-])cc1	0	-0.1	0.1	-7	-2	3	-4	-5	2	-1
CC(=O)Nc1c(O)nc(C)[nH]c1=O	1	.	0.5	-2	-2	0	11	-3	2	4
Cc1ccc(NC(=O)CN(C)S(=O)(=O)c2ccc3c(c2)c(=O)n(C)c(=O)n3C)cc1	1	0.7	0.6	-3	0	1	10	-11	4	6
CSc1ccc(CNC(=O)C2CCC(=O)N(CCc3cccc(F)c3)C2)cc1 (configuration not stated)	-6	-0.9	-0.4	7	-4	-3	-5	-3	2	1
COC(=O)[C@H](Cc1c[nH]c2ccccc12)NC(=O)NCc1ccc(OC)c(OC)c1	2	-0.1	0.0	0	-2	2	3	9	-34	8
Oc1ccc(NCc2ccccc2OCc2ccccc2)cc1	-2	-0.4	-0.7	-19	18	3	12	-4	1	14
COc1ccccc1-n1c(C)cc(SC)c(C(C)=O)c1=S	4	0.8	-0.6	7	-4	-4	12	-7	0	3

Assay outcomes (PubChem)
